Source: PubChem (several laboratories)
MazF activator – activators of E. coli MazEF toxin-antitoxin RNase; P0AE70; FAM/BHQ RNA-DNA oligo cleavage fluorescence, 5 h; activation, % at 20 µM; actives 0.32% (n = 350,000); AID 504720; in the data active = activation above about 50%
Target sequence (P0AE70 whole entry, looked up): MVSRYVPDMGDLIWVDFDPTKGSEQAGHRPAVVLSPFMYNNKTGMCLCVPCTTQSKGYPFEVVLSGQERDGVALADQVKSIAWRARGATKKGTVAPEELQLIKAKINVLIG
FBA Mtb inh – inhibitors of M. tuberculosis fructose-bisphosphate aldolase. actives 2.3% (n = 360,000). P9WQA3. inhibition, % at 1 µM. purified M. tuberculosis FBA, fluorescence read-out; in the data active = inhibition above about 27%;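 also: 0% = vehicle and 100% = reference inhibitor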
BoNT F protease – inhibitors of Botulinum neurotoxin F light chain protease. Multiplex microsphere protease cleavage assay, flow cytometry. inhibition, % at 10 µM. actives 0.22% (n = 360,000). AID 588497; in the data active = inhibition above about 35%, passing the limit was not always enough; inconclusive = no clear call, values can overlap the other calls; also: plate controls were buffer without enzyme for full effect and enzyme alone for no effect
BioA inh – inhibitors of Mycobacterium tuberculosis BioA enzyme; purified M. tuberculosis BioA enzyme, plate reader; inhibition, % at 9.99 µM; actives 0.096% (n = 360,000); AID 602481; in the data active = inhibition above about 40%; inconclusive = no clear call, values can overlap the other calls
FadD28 FP inh – inhibitors of Mycobacterium tuberculosis FadD28 bisubstrate binding. AID 588549. FadD28 bisubstrate probe binding, fluorescence polarization. actives 0.22% (n = 360,000). inhibition, % at 12.5 µM; in the data active = inhibition above about 8.5%, passing the limit was not always enough; inconclusive = no clear call, values can overlap the other calls
GDH-TPI inh – GDH-TPI coupled enzyme inhibition counter-screen; GDH-TPI coupled enzyme counterscreen, NADH absorbance; inhibition, % at 4.8 µM; actives 1.2% (n = 360,000); AID 588335;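 also: 0% = DMSO wells and 100% = wells lacking the enzyme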
Rv3671c inh – Rv3671c (M. tuberculosis) protease inhibition; P9WHR9; inhibition, % at 5.96 µM; actives 0.048% (n = 320,000); AID 2606; in the data active = inhibition above about 38%;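 also: extracellular domain of Rv3671c used as enzyme; 0% = enzyme with DMSO and 100% = no enzyme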
Target sequence (P9WHR9 whole entry, looked up, the tested form may be a part): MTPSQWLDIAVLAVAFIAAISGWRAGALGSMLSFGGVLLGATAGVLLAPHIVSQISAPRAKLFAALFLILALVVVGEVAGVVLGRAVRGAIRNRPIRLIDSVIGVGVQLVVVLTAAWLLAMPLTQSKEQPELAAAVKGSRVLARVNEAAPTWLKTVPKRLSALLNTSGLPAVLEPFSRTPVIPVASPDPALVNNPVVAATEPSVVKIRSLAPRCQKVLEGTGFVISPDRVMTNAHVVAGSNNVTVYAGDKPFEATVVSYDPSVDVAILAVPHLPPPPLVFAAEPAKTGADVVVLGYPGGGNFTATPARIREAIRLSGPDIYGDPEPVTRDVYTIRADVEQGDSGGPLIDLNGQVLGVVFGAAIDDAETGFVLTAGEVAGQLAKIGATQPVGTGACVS
CCHF vOTU inh – blocks the CCHF virus ovarian tumor domain protease; AID 651958; CCHFV vOTU protease, Pep-AMC fluorescence; inhibition, % at 11.5 µM; actives 0.55% (n = 370,000); also: 0% = vehicle wells with enzyme and 100% = no enzyme wells
Mtb UGM inh – blocks M. tuberculosis UGM enzyme; actives 0.06% (n = 320,000); AID 504406; purified UGM, fluorescence polarization probe displacement; P9WIQ1; inhibition, % at 10 µM; in the data active = inhibition above about 10%, passing the limit was not always enough; inconclusive = no clear call, values can overlap the other calls
Target sequence (P9WIQ1 whole entry, looked up): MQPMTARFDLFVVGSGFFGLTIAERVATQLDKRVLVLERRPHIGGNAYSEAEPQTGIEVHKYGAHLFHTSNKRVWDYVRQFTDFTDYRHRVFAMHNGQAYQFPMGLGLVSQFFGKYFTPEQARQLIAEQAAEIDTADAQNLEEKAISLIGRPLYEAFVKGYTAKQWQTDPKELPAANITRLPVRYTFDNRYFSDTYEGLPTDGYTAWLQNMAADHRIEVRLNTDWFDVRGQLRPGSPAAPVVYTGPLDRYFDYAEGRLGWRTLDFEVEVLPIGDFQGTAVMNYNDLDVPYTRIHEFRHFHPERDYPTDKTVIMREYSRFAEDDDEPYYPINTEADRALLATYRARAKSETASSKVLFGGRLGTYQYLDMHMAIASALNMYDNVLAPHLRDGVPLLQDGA
DUSP3 inh – DUSP3 (human) phosphatase inhibition; actives 0.52% (n = 290,000); recombinant VHR phosphatase, pNPP absorbance; inhibition, % at 13.3 µM; in the data active = inhibition above about 50%; also: some compounds called inactive have numbers as strong as hits
Target sequence (P51452 whole entry, looked up): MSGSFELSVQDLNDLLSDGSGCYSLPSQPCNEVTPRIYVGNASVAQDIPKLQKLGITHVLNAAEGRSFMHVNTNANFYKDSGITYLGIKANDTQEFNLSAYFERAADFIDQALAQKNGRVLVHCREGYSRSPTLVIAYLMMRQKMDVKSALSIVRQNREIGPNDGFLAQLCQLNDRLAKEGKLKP
Numbers without * were called inactive; ? = inconclusive; . = no result given. Rule as the data show it, unless noted: active = inhibition above about 30%; inactive = the rest.

SMILES | MazF activator | FBA Mtb inh | BoNT F protease | BioA inh | FadD28 FP inh | GDH-TPI inh | Rv3671c inh | CCHF vOTU inh | Mtb UGM inh | DUSP3 inh
O=c1[nH]c2sc3c(c2c(=O)n1Cc1ccccc1)CCC3 | 0 | 2 | -12 | . | 1.9 | 9 | -8 | 2 | 0.8 | 17
O=C(Cc1ccc(F)cc1)Nc1cccc(-c2cn3c(n2)SCC3)c1 | 2 | 2 | 0 | . | -0.7 | 1 | -6 | 12 | 3.3 | 8
O=C(O)CCNc1nc(-c2ccccc2)nc2ccccc12 | 4 | -3 | 0 | 0.7 | -6.5 | 1 | -8 | 22 | 0.9 | -8
CCCCc1ccc(S(=O)(=O)Nc2nnc(C)s2)cc1 | -30 | 2 | -11 | -1.5 | -1.1 | 2 | 3 | 16 | 1.9 | -10
O=C(Cc1ccc(Cl)cc1)NCCc1cnc[nH]1 | 7 | 2 | -4 | . | -2.1 | 1 | 4 | 6 | -0.9 | 46
O=C(c1ccco1)N1CCN(CC(O)COc2ccc3oc4ccccc4c3c2)CC1 (configuration not stated) | -10 | 0 | 26 | 0.5 | -4.4 | 2 | -6 | 10 | -0.9 | 19
NS(=O)(=O)c1cccc(NC(=O)CC(NC(=O)c2ccccc2Cl)c2ccccc2)c1 (configuration not stated) | 0 | 0 | 35* | 2.8 | -2.0 | 8 | -2 | 0 | 0.8 | -8
O=C(c1cc2c(s1)CCC2)N1C(=O)c2ccccc2S1(=O)=O | 9 | -1 | 12 | 0.5 | -1.1 | 7 | -7 | -10 | -1.3 | 6
O=c1c2ccccc2nc(/C=C/c2ccc([N+](=O)[O-])cc2)n1CCCO | 2 | 0 | 9 | 1.4 | -0.1 | 28 | 1 | 0 | 0.8 | 5
CN1CCC(N2CCN(C3CN(Cc4ccccc4)S(=O)(=O)C3)CC2)CC1 (configuration not stated) | . | -3 | -4 | 0.4 | -4.2 | . | . | 11 | . | .
COCCNC(=O)c1ccccc1NS(=O)(=O)c1ccc(Br)s1 | -1 | 1 | 3 | . | 0.6 | 2 | 5 | 9 | 0.3 | 6
C/C(=N\NC(=O)c1ccc(O)cc1)c1cc2ccccc2o1 | 13 | 6 | -11 | 1.0 | 1.7 | 27 | 3 | 22 | 1.6 | 7
CCCCn1c(N)c(N(CCC(C)C)C(=O)COC(=O)c2ccc([N+](=O)[O-])s2)c(=O)[nH]c1=O | 1 | 1 | -6 | -0.5 | -2.3 | 4 | -18 | 4 | 2.9 | .
C/C(=N\NC(=O)c1cccc(N/N=C(\C)c2ccc([N+](=O)[O-])cc2)c1)c1ccc([N+](=O)[O-])cc1 | 4 | -1 | 0 | . | -0.5 | 13 | -3 | -4 | 2.0 | -8
CCN(CCn1cccn1)Cc1nc(-c2ccc(OC)cc2)no1 | -2 | 2 | 6 | -5.5 | -1.6 | 8 | -6 | -10 | 2.7 | 14
Cc1cc(C)nc(NCC(O)CNc2ccccc2C)n1 (configuration not stated) | -8 | -1 | 13 | . | -4.3 | -9 | -8 | 11 | -2.2 | 22
Nc1nnc(CC(=O)N/N=C/c2cccc([N+](=O)[O-])c2)s1 | 0 | -2 | -11 | 0.0 | -1.6 | 8 | 0 | 5 | -2.3 | 16
Cc1ccc(S(=O)(=O)N(C)CC(=O)N2CCOCC2)cc1 | 0 | 2 | -9 | 0.6 | -2.4 | -6 | -1 | -5 | -0.7 | 0
Cc1ccccc1NC(=S)N1CCN(Cc2ccc3c(c2)OCO3)CC1 | 1 | -6 | 0 | 6.8 | -5.1 | -2 | -12 | -4 | 2.8 | -8
Cc1cc(-n2c(C)cc(C(=O)COc3ccc([N+](=O)[O-])cc3)c2C)no1 | 16 | 1 | -2 | . | -0.4 | 5 | -6 | 1 | -1.0 | 21
Cc1cc(C)c(S(=O)(=O)c2ccccc2)c(Cl)n1 | 2 | 0 | 2 | 15 | -4.5 | 0 | -11 | 1 | 2.6 | 10
COc1ccc(C(=O)N2CCCCC2c2cc(C(=O)NCc3cccnc3)no2)cc1 (configuration not stated) | . | -1 | 3 | 2.3 | -0.8 | 12 | . | -6 | . | .
Nc1nn(-c2ccccc2)c(N)c1N=Nc1cccc(F)c1 | 10 | -1 | -1 | 2.5 | -0.7 | 24 | 2 | 12 | -1.6 | 16
COc1ccccc1C(=O)NCC(=O)OCC(=O)Nc1ccc2[nH]c(=O)[nH]c2c1 | -19 | -3 | -7 | . | -1.7 | 0 | 2 | 2 | 1.2 | .
O=C(COC(=O)Cn1cnc2ccccc21)Nc1ccc2c(c1)OCCO2 | -3 | -2 | -6 | -0.2 | -2.5 | 1 | -3 | -1 | -4.0 | 14

4 compounds drawn at random from the list so far:
SMILES | MazF activator | FBA Mtb inh | BoNT F protease | BioA inh | FadD28 FP inh | GDH-TPI inh | Rv3671c inh | CCHF vOTU inh | Mtb UGM inh | DUSP3 inh
O=C(c1ccco1)N1CCN(CC(O)COc2ccc3oc4ccccc4c3c2)CC1 (configuration not stated) | -10 | 0 | 26 | 0.5 | -4.4 | 2 | -6 | 10 | -0.9 | 19
O=C(c1cc2c(s1)CCC2)N1C(=O)c2ccccc2S1(=O)=O | 9 | -1 | 12 | 0.5 | -1.1 | 7 | -7 | -10 | -1.3 | 6
COc1ccc(C(=O)N2CCCCC2c2cc(C(=O)NCc3cccnc3)no2)cc1 (configuration not stated) | . | -1 | 3 | 2.3 | -0.8 | 12 | . | -6 | . | .
O=C(Cc1ccc(F)cc1)Nc1cccc(-c2cn3c(n2)SCC3)c1 | 2 | 2 | 0 | . | -0.7 | 1 | -6 | 12 | 3.3 | 8

Next section:
SMILES | MazF activator | FBA Mtb inh | BoNT F protease | BioA inh | FadD28 FP inh | GDH-TPI inh | Rv3671c inh | CCHF vOTU inh | Mtb UGM inh | DUSP3 inh
COP(=O)(NC(C)=O)SC (configuration not stated) | 3 | -2 | 7 | -0.7 | -4.0 | -12 | . | 2 | . | .
CN(CC(=O)Nc1ccc(F)cc1)C(=O)c1ccc2ccccc2n1 | -2 | 0 | -212 | -1.2 | -2.0 | 2 | . | -9 | . | .
OCCN1CCN(c2ncnc3c2ncn3[C@H]2CN(Cc3cccs3)C[C@@H](CO)O2)CC1 | . | 6 | 6 | 0.1 | 0.0 | 5 | . | -3 | . | .
CCCC1CCC(=NNS(=O)(=O)c2ccc(C)c([N+](=O)[O-])c2)CC1 (configuration not stated) | 47 | -2 | 2 | . | -5.3 | 8 | 2 | 4 | 3.6 | 38
CCOC(=O)Cn1c(C)cc(COC)c(C#N)c1=O | -14 | 12 | 0 | . | -2.0 | 17 | 2 | -1 | -0.4 | 3
O=C(Cn1ccc([N+](=O)[O-])n1)N1CCCc2ccccc21 | 14 | -1 | -1 | -0.3 | 1.5 | 7 | -3 | 7 | -2.5 | 14
CCn1c(CNC(=O)c2ccc(OC)c(OC)c2)nnc1SCC(=O)c1ccc(OC)cc1 | -6 | -1 | -15 | 0.6 | -1.0 | -2 | 3 | 8 | 2.0 | 26
COC(=O)c1cc(OC)c(OC)cc1NC(=O)CCNC(=O)c1ccco1 | 11 | 9 | 9 | . | 0.1 | 3 | 5 | -2 | 1.7 | 17
CN1C(=O)C(CC(=O)NCC2CCCCC2)SC1=Nc1ccccc1 (configuration not stated) | -6 | -7 | 7 | . | -2.2 | 2 | 2 | 10 | 2.2 | 7
Cc1sc(-n2c(C)ccc2C)c(C#N)c1C | 0 | 6 | -7 | -2.2 | -1.7 | 3 | -1 | -26 | 1.8 | 33
Cc1ccccc1NC(=O)CSc1nnc(Cc2ccccc2)o1 | 5 | 1 | 6 | 0.1 | 1.6 | 9 | 13 | 1 | 2.9 | 35
CN(C)/C=N/c1ncc(-c2ncc(C(F)(F)F)cc2Cl)cn1 | 9 | 1 | -5 | -0.3 | -0.5 | 14 | 0 | 10 | 4.1 | 35
C/C(CCc1oc2ccc(Cl)cc2c1-c1ccc(C)o1)=N\O | 0 | 4 | -30 | 3.4 | 1.4 | -7 | 6 | -7 | -5.6 | 9
COCCCNC(=O)c1ccc(Cn2c(=O)c3ccccc3n(Cc3ccccc3C)c2=O)cc1 | 5 | 13 | -6 | 0.7 | -3.3 | 8 | -3 | 8 | 0.1 | 24
COCc1ccc(CN2CCC(n3nccc3NC(=O)CCOc3ccccc3)CC2)o1 | 2 | -3 | 2 | -0.2 | -4.0 | -3 | 5 | 6 | -1.1 | 27
O=C(CCCN1C(=O)c2ccccc2C1=O)Nc1ccccc1 | 1 | -3 | ? | . | -3.0 | 0 | 2 | -4 | -3.7 | 17
COc1ccc(-c2oc3ncnc(N)c3c2-c2ccccc2)cc1 | 15 | 27* | 4 | 1.1 | -3.7 | 5 | -3 | -6 | -2.2 | 33
CC12CC(O)C3c4ccc(O)cc4CCC3C1CC/C2=N\O (configuration not stated) | 1 | 0 | -2 | . | -1.7 | 6 | -2 | 7 | 0.1 | 21
O=C(C1=COCCO1)N(Cc1nnc(-c2ccccc2Cl)o1)C1CC1 | 4 | -2 | -2 | 1.3 | -2.4 | -9 | -6 | 5 | -0.2 | .
O=C(CSc1ncn[nH]1)NCc1ccccc1 | 3 | 5 | -13 | -0.4 | -1.0 | 6 | -2 | 6 | -1.4 | 6
O=C(NCC1CCCCC1)NCC1CCCCC1 | -6 | 4 | 3 | -1.0 | -1.4 | 15 | . | -6 | . | .
CC(=O)N1CCN(Cc2nc3cc(NC(=O)Nc4ccccc4)ccc3n2C)CC1 | 12 | 1 | 1 | -4.9 | -0.3 | 6 | -6 | 5 | 0.5 | 35
C=CCSc1nnc2c(n1)OC(c1cccnc1)N(C(C)=O)c1ccccc1-2 (configuration not stated) | -5 | 2 | -22 | 14 | 0.5 | 19 | 2 | 4 | 3.3 | 5
Cc1ccc(S(=O)(=O)Nc2ccc(N=Nc3ccc(O)cc3)cc2)cc1 | -14 | -3 | -12 | . | 1.3 | 12 | -12 | 18 | -0.3 | -7
C=CCn1c(O)c(C(C)=NCCN2CCCCC2)c(=O)[nH]c1=O | 6 | 5 | 5 | -0.9 | 1.5 | 2 | 4 | 3 | 1.3 | 23
Additional compounds:
SMILES | MazF activator | FBA Mtb inh | BoNT F protease | BioA inh | FadD28 FP inh | GDH-TPI inh | Rv3671c inh | CCHF vOTU inh | Mtb UGM inh | DUSP3 inh
O=C(O)c1ccccc1-c1csc(-c2ccccc2)n1 | -2 | 1 | -18 | . | -0.9 | 0 | 3 | -4 | -1.0 | 17
CCOC(=O)CSC1=Nc2ccccc2C2=NC(CC(=O)NCc3ccc(OC)cc3)C(=O)N12 (configuration not stated) | 4 | 3 | -5 | . | 0.5 | 19 | -4 | -15 | 1.8 | -22
COc1ccc(-c2ccc(CCC(=O)O)n2-c2ccccc2OC)cc1 | 7 | 2 | ? | -1.5 | -1.0 | 8 | -14 | -13 | 1.6 | 19
CCC(C(=O)NCc1cccnc1)n1nc(C)c2sc3ccccc3c2c1=O (configuration not stated) | 7 | 6 | -1 | 7.9 | -1.2 | 8 | 5 | -2 | 0.2 | 14
CC(C)(C)SCCNC(=O)CN1C(=O)c2cccc3cccc1c23 | 4 | 3 | 10 | -1.0 | -3.8 | 1 | 1 | 0 | 0.0 | 22
CCOC(=O)C(NC(=O)OC(C)C)(Nc1nccs1)C(F)(F)F (configuration not stated) | -2 | 1 | 0 | -0.5 | -3.4 | -4 | -1 | 9 | -0.8 | -6
Cc1cccc(C(=O)NCCc2ccc(S(N)(=O)=O)cc2)c1[N+](=O)[O-] | 8 | 2 | -2 | . | -0.4 | -5 | -3 | -4 | -0.4 | -11
Cc1cccc(NC(=O)c2sc(-c3ccccc3)nc2-c2ccc([N+](=O)[O-])cc2)c1 | 14 | 2 | 0 | . | -1.4 | 21 | -9 | -14 | -0.6 | 2
O=C(C1CCCN(S(=O)(=O)c2cc(Cl)ccc2Cl)C1)N1CCCC1 (configuration not stated) | -1 | 6 | -5 | -0.7 | -1.1 | 3 | 3 | 1 | -2.5 | -7
COc1ccc(NC(=O)CSCC(=O)Nc2nnc(C3CC3)s2)cc1 | -9 | -1 | 3 | 5.1 | 0.0 | -10 | -5 | 8 | -0.4 | .
COC(=O)C(=Nc1ccccc1)/C(C(=O)C(=O)N(C)c1ccccc1)=C(\O)c1ccc(Cl)cc1 | -4 | -7 | -1 | . | 0.5 | 5 | -1 | 12 | 0.0 | 14

Hits appear at their usual frequency; overall some 4.9% were active at least once.
